# Assay outcomes as filed in PubChem BioAssay.
# Nrf2 block – inhibitors of Nrf2 signaling; A549 ARE-Fluc reporter, luciferase luminescence, 18-24 h; Potency, µM (titrated, usually from 46 µM), inactives show at the highest dose activity change, negative = inhibition, most hits filed as inhibitors; 360,000 tested, 2.1% active; AID 504444; note: potency is the fitted concentration of half-maximal effect; % is set by controls: 0 for no effect and ±100 for the full control effect; nearly all actives have a fitted effect of over 60% in size
#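 Concentration-response testing used A549 ARE_Fluc cells at 5000 cells/well. Following an 18-24 h compound incubation, viability was read by fluorescence (Ex 405/Em 525) and luciferase output by luminescence.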
# Nrf2 activator – activators of Nrf2 (ARE) signaling; AREc32 ARE-luciferase reporter (MCF7-derived line), luminescence, 24 h; Potency, µM (top dose mostly 46.1 µM), inactives show top-dose activation, hits mostly activators; 410,000 tested, 0.31% active; note: potency is the fitted concentration of half-maximal effect; % of control where 0% means no effect; nearly all actives have a fitted effect of over 65% in size
#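 Luminescent ARE reporter assay in AREc32_Fluc cells: overnight plating at 37 deg C, 24 hr compound incubation, Steady-Glo added, 30 min RT before reading.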
# ATXN2 expr inh – ATXN2 expression inhibition. HEK-293 ATXN2-luciferase reporter, luminescence, 24 h. Potency, µM (doses to about 57 µM), inactives show top-dose activity change, negative = inhibition, usual class: inhibitors. 360,000 tested, 0.72% active; note: potency is the fitted concentration of half-maximal effect; % is set by controls: 0 for no effect and ±100 for the full control effect; nearly all actives have a fitted effect of over 55% in size
#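 qHTS (up to 57 uM final) was run with 24 h compound exposure of reporter cells at 37 °C. Each well was multiplexed: SteadyGlo luminescence measured ATXN2-luciferase expression after a fluorogenic Gly-Phe-AFC viability readout (25 uM final).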
# IL2 activator – activators of IL-2 | IL-2 activation reporter assay, cell-based qHTS; stimulated with anti-CD3/CD4/CD28 beads; in transgenic mouse T cells | activation, % (series mostly up to about 46 µM) | 360,000 tested, 0.065% active; in the data active = activation above about 50%; inconclusive = mostly about 30% to 49%; note: 0% is about no effect
#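 EGFP and DsRed fluorescence is measured by plate cytometry in unstimulated transgenic mouse T cells exposed to compound for 60 minutes, then stimulated 18 hours at 37 degrees C with anti-CD3/anti-CD4 beads plus anti-CD28.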
# EPAC2 ag – agonists of human EPAC2 (RAPGEF4). Q8WZA2. EPAC2 activation, biochemical qHTS; response scale: 100% = 6.5 mM cAMP response. Potency, µM (series often up to 154 µM), for the others: top-dose activation, usual class: activators. 360,000 tested, 0.079% active; note: potency is the fitted concentration of half-maximal effect; nearly all actives have a fitted effect of over 50% in size
# Target sequence (Q8WZA2 whole entry, looked up): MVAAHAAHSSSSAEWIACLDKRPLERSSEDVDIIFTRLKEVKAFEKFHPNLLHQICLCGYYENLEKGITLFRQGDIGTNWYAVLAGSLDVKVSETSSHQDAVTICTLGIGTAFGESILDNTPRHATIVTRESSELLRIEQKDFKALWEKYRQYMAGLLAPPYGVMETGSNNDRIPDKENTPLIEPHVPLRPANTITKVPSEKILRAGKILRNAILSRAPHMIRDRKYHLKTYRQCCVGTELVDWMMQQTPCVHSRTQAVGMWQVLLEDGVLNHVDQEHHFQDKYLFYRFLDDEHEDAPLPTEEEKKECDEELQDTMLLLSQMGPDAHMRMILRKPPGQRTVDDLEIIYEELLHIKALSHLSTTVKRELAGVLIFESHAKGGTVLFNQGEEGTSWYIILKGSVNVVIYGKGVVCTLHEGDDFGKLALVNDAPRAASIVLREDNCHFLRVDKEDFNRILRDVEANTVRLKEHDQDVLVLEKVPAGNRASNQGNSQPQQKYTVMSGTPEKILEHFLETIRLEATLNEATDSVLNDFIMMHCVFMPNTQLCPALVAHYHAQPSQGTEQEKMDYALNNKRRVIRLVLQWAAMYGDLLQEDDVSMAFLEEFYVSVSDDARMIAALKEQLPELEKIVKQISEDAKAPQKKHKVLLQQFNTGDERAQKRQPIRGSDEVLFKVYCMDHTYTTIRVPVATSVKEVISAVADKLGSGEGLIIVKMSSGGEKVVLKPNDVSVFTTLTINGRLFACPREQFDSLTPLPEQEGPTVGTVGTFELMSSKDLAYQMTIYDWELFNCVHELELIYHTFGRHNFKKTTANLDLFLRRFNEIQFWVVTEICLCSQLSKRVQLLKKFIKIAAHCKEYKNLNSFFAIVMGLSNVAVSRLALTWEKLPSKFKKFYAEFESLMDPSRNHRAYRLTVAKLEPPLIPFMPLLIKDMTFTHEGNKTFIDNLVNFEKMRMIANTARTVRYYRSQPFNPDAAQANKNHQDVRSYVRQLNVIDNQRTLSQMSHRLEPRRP
#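 Guanine nucleotide exchange by EPAC2 is measured as reduced fluorescence of BODIPY-GDP once it is released from 250 nM Rap1B. Plates are read kinetically for 30 min at room temperature; results are scaled to 6.5 mM cAMP.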
# ATXN viability – reduces viability in counter-screen for ATXN expression inhibitors. 400,000 tested, 0.49% active. AID 651635. S2 cells (HEK-293 line with an ATXN2-luciferase reporter) viability, CellTiter-Fluor protease fluorescence, 24 h. Potency, µM (titrated, usually from 56.7 µM), usual class: cytotoxic; note: potency is the fitted concentration of half-maximal effect; nearly all actives have a fitted effect of over 40% in size
# TGFb SMAD3 inh – blocks TGF-b signaling. 410,000 tested, 1.2% active. HepG2 CAGA-GFP TGF-b/SMAD3 reporter, GFP fluorescence, 18 h; TGF-beta stimulated, 500 pg/mL final. Potency, µM (highest dose often 46.1 µM), without a hit: at the highest dose activity, negative = inhibition, most hits filed as inhibitors; note: potency is the fitted concentration of half-maximal effect; % is set by controls: 0 for no effect and ±100 for the full control effect; nearly all actives have a fitted effect of over 65% in size
#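 Cell-based qHTS in HEPG2 carrying a CAGA-GFP Smad reporter; compounds added before 500 pg/mL final TGF-beta, 18 h incubation at 37 degrees C, GFP fluorescence quantified per cell by imaging cytometry.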
# A549 tox – A549 cytotoxicity, counter-screen for Nrf2 inhibitors. A549 ARE-Fluc cells, CellTiter-Fluor viability, 18-24 h. Potency, µM (titrated, usually from 46 µM), for inactives: at the highest dose activity change, negative = cytotoxicity, usual class: inhibitors. 390,000 tested, 0.16% active. AID 504648; note: potency is the fitted concentration of half-maximal effect; % is set by controls: 0 for no effect and ±100 for the full control effect
#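 A549 ARE-Fluc cells in 5% FBS OPTI-MEM, 5000 cells/well, rested 2 h then exposed to compounds in concentration-response for 18-24 h at 37 °C. Viability by CellTiter-Fluor fluorescence (Ex 405/Em 525) after 30 min; luciferase luminescence (BugLite, 15 min, RT) read afterwards.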
# HepG2 tox – counter-screen for TGF-b inhibitors: cytotoxicity in HepG2 cells | HepG2 CAGA-GFP viability, ATP luminescence, 18 h | 410,000 tested, 0.76% active | Potency, µM (titrated, usually from 46.1 µM), without a hit: at the highest dose activity change, negative = cytotoxicity, actives largely listed as cytotoxic; note: potency is the fitted concentration of half-maximal effect; some results filed as inactive show a strong effect at the top dose
#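 CellTiter-Glo luminescence gave cytotoxicity after 18 hours at 37 degrees C. The cells were HepG2 CAGA-GFP in 1% FBS DMEM, stimulated with 500 pg/mL TGF-beta after compound addition. %Activity was normalised to no-cell wells (complete cell-killing) and DMSO (no toxicity), and curves were fitted and classified.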
# Numbers without * were called inactive; i = inactive; ? = inconclusive; · = not tested or not shown; & = joins results of further samples; ! = not confirmed by another sample; [ ] = another dose, or the depositor's remark. Unless noted, calls come from the whole dose curve; as a rule, active = well fitted curve in the direction sought with a large enough effect; inconclusive = small, poorly fitted or top-dose-only effect, or another doubt; inactive = no such curve, though single readings can be large; an effect the other way counts as inactive or inconclusive.
# Order of values – Nrf2 block	Nrf2 activator	ATXN2 expr inh	IL2 activator	EPAC2 ag	ATXN viability	TGFb SMAD3 inh	A549 tox	HepG2 tox
CCCCOP(=O)(OCCCC)C1(NS(=O)(=O)c2ccccc2)C=CC(=O)c2ccccc21 (stereo not given)
    -22%	-3.1%	-11%	-0.3	-21%	i	?	?	-116%
COc1ccc(N(CCCN2C(=O)c3cccc4cccc(c34)C2=O)C(=O)c2cccnc2)cc1
    ?	?	-19%	0.5	5%	i	-4%	-10%	-5%
Cc1nnc(SCCn2c(N3CCCC(C)C3)nc3c2c(=O)[nH]c(=O)n3C)s1 (stereo not given)
    -3%	-0.6%	-6%	-2.8	1%	i	35%[activator]	-8%	-4%
CC1=CC(=O)C(C(C)C)=C/C1=C(\c1cc(C(C)C)c(OP(=O)(O)O)cc1C)c1ccccc1C(=O)O
    ?	-2.4%	-9%	-6.5	3%	i	?	-17%	-4%
Nc1[nH]c(C(=O)c2ccccc2)c(-c2ccc(Br)cc2)c1C(=O)c1ccc(Br)cc1
    ·	-0.8%	8%	1.3	5%	i	·	·	·
CNc1nc(NCc2cccc(OC)c2)c2sccc2n1
    ·	0.3%[9.22 µM]	-19%	-0.8	5%	?	-13%	·	-24%
CC1CCN(c2nc3c(c(=O)n(C)c(=O)n3C)n2CCSc2ncccn2)CC1
    9%	0.5%	-25%	-2.1	2%	i	6%	-5%	-12%
CCOc1ccc(OCC)c(NC(=O)CN2CCN(c3cccc(C)c3C)CC2)c1
    9%	-0.6%	-8%	-0.4	8%	i	6%	2%	7%
Cc1ccc(Cl)cc1N1CCN(C(=O)CCCn2c(=O)[nH]c3ccc(Br)cc3c2=O)CC1
    -27%[9.27 µM]	-0.6%	?	·	·	?	11µM*	-4%	-36%
CC(C)NC(=O)C1(C)CCCCCN1C(=O)c1ccc(-c2ccccc2)cc1 (stereo not given)
    ·	0.2%[9.22 µM]	-4%	-0.4	3%	i	10%	·	-18%
CCOC(=O)C1=C2c3cc(OC)c(OC)cc3CC(C)(C)N2C(=O)C1=O
    ?	1.5%	-5%	-3.8	-1%	?	?	4%	0%
O=C(O)Cc1ccc(NC(=O)c2ccc3c(c2)C(=O)N(Cc2ccco2)C3=O)cc1
    4%	1.9%	-2%	1.2	10%	i	2%	-1%	14%
O=S(=O)(Nc1cccc2cccnc12)c1cccs1
    18µM*	·	·	·	·	·	2.2µM*	?	-18%
CC(=O)N1CCCc2cc(S(=O)(=O)NC(C(=O)NC3CCCCC3)C(C)C)ccc21 (stereo not given)
    1%	0.2%	-4%	-0.7	11%	i	31%[activator]	4%	5%
CCc1cc(C(=O)O)c(NC(=O)/C=C/c2ccc(OC)cc2)s1
    ?	0.7%	19%	-3.2	2%	i	0%	-14%	1%
CCCCNc1c(-c2ccc(OC)c(SC(C)CC)c2)nc2ccc(C)cn12 (stereo not given)
    ?	-2.4%&-3.9%	13µM*!	-0.7&-1.0	-11%&-1%	11µM*	13µM*	?	14µM*
Cc1ccc(C(=O)N(CC(=O)NC2CCCCC2)c2ccccc2C)s1
    ?	-0.4%	3%	-1.7	13%	i	-20%	-4%	-18%
CCOc1ccc2[nH]c3c(N4CCN(C(=O)c5ccco5)CC4)ncnc3c2c1
    ?	5.2%	?	-0.7	1%	i	-11%	1%	-34%
CN(CC(=O)N1CCN(C2CCCCC2)CC1)S(=O)(=O)c1cccc2nsnc12
    -2%	-0.5%	0%	-0.6	9%	i	25%	27%	-4%
CCN1C[C@@H]2[C@@H]3C(=O)N(Cc4ccccc4)C(=O)[C@@H]3[C@](Cc3ccccc3)(C1=O)N2C(=O)c1ccc(C(F)(F)F)cc1
    -2%	-1.6%	-7%	0.2	-7%	i	-2%	7%	-4%
CCN(C(=O)COC(=O)CCCc1c[nH]c2ccccc12)c1c(N)n(Cc2ccccc2)c(=O)[nH]c1=O
    14%	0.2%	-3%	0.2	-3%	i	1%	2%	8%
CN(CCOc1ccc(Cl)cc1)C(=O)c1cc(S(=O)(=O)N2CCOCC2)ccc1N1CCCC1
    -24%	-0.5%	?	-0.7	8%	i	?	-16%	-18%
CC(C)CCNC(=O)c1cc(-c2ccncc2)nc2ccc(S(=O)(=O)N3CCOCC3)cc12
    1%	-0.4%	3%	2.5	-13%	i	?	-10%	-2%
CCCS(=O)(=O)N1CCN(C(=O)COc2ccc(OC)cc2)CC1
    -7%	0.0%	-1%	-1.0	0%	i	5%	-1%	-14%
COCC(C)n1c(SCC(=O)NC(=O)NC2CCCC2)nc2ccccc2c1=O (stereo not given)
    ?	2.5%	·	0.0	9%	i	1%	9%	-14%
CCCCNC(=S)NCc1ccc2[nH]c3c(c2c1)CCCC3
    -52%	3.4%	?	0.3	16%	i	?	-3%	-46%
O=C(COC(=O)c1cc(C(F)(F)F)cc(C(F)(F)F)c1)NCc1ccc(Cl)cc1
    ?	2.6%	-26%	-4.1	-5%	i	-15%	4%	1%
O=C(Nc1cccc(-c2nc3ncccc3o2)c1)c1ccccc1
    ?	-0.3%	·	4.8	4%	i	-4%	-9%	-19%
CCCCn1c(SCC(=O)NCc2ccc(OC)c(C(=O)O)c2)nc2cc(S(N)(=O)=O)ccc21
    0%	-0.2%	3%	-3.1	2%	i	-25%	-1%	0%
Cn1ccc2cc(S(=O)(=O)N3CCCN(C(=O)Nc4ccccc4Br)CC3)ccc21
    ·	0.1%	9%	·	·	i	-32%	-1%	-7%
COc1cccc(CNc2nc(-c3cccnc3)nc3ccccc23)c1
    ?	-0.2%	-5%	-0.1	19%	i	-1%	-5%	9%
Cc1cccc(NC(=O)c2sc3nc(-c4ccccc4)cn3c2C)n1
    ?	2.1%	?	1.6	11%	?	-29%	-3%	-21%
CC(=O)Nc1ccc(S(=O)(=O)N(C)CC(=O)OC(C)C(=O)NC2CCCCC2)cc1 (stereo not given)
    2%	-0.3%	2%	0.7	2%	i	-25%	3%	-7%
C/C(=N/NC(=O)c1ccc2c(c1)OCCO2)c1ccc([N+](=O)[O-])cc1
    ?	-0.6%	5%	1.0	10%	i	-2%	-4%	10%
CC(C)c1ccccc1NS(=O)(=O)N(C)C
    12%	0.2%	5%	-0.1	-11%	i	19%	-3%	4%
CN(Cc1ccccc1)c1nc(N)nc(Cl)c1C=O
    -11%	?	?	-2.1	10%	?	-14%	9%	-9%
Cc1cccc(NC(=O)CN(C)C(=O)C2CC2)c1C
    -9%	3.6%	-9%	-1.7	11%	i	-12%	-10%	-51%
COCCN(C(=O)CCC(=O)Nc1cc(C)on1)C(C(=O)NC(C)(C)C)c1ccc(OC)cc1 (stereo not given)
    ?	-0.9%	-19%	-2.5	10%	i	3%	-7%	2%
Nc1nnc(C(F)(F)F)s1
    7%	-0.4%	·	-1.7	5%	i	5%	1%	0%
CC1CCC2(CC1)NC(=O)N(CC(=O)Nc1cccc(C#N)c1)C2=O (stereo not given)
    9%	-2.8%	1%	-0.3	1%	i	1%	-4%	-2%
COc1ccc(CN(C(=O)c2cc3ccccc3oc2=O)C2CCS(=O)(=O)C2)cc1 (stereo not given)
    1%&12%	0.2%&0.6%	37%&18%	0.4	6%	i	0%&3%	-2%&-9%	9%&5%
O=C(CN(c1ccc(Cl)c(Cl)c1)S(=O)(=O)c1ccccc1)N1CCc2ccccc2C1
    ?	-0.6%	-25%	0.1	10%	i	1%	0%	-2%
CCCn1c(N)c(C(=O)COC(=O)CCNS(=O)(=O)c2ccccc2F)c(=O)[nH]c1=O
    1%	-0.5%	-10%	0.7	8%	i	4%	-11%	0%
COc1ccc2oc(=O)c(-c3nnc(-c4ccc(C)cc4)o3)cc2c1
    1%	2.0%	·	·	·	·	24%	6%	-11%
Cc1cc(=O)oc(C)c1C(=O)OCC(=O)c1ccc(Cl)c(Cl)c1
    ?	-0.3%	4%	-2.3	-6%	i	7%	-5%[1.84 µM]	-7%
COCCNC(=O)COC(=O)c1ccc(OCC(=O)Nc2ccccc2OC)c(OC)c1
    11%	-0.5%	·	-1.3	5%	i	-4%	6%	-15%
C/C(=N\O)c1ccc2c(c1)OCCO2
    3%	-1.3%	·	3.8	2%	i	-4%	24%	-13%
COCCCNCCOCCOc1ccc(Cl)cc1C(C)(C)C
    5%	6.7%	?	-0.3	-6%	?	20µM*	-1%	11µM*
CC(=O)NC1C(=O)N=C(SCC(=O)Nc2ccc(C(F)(F)F)cc2Cl)NC1=O (stereo not given)
    -8%	0.2%	·	0.1	-6%	i	-8%	0%	-3%
CC(C)c1ccc(OC(=O)NCCO)cc1
    ?	0.1%	24%	0.8	-8%	i	-5%	-5%	4%
N#Cc1ccc(CN2CCN(C(=O)c3ccc(S(=O)(=O)NCc4ccco4)cc3)CC2)cc1
    8.2µM*	11%	·	-0.9	6%	i	?	?	-17%
O=C1c2ccccc2C(=O)N1c1ccc(Cl)cn1
    -7%	0.1%	?	-4.1	12%	i	12%	3%	-2%
Cc1nc2ccc(NC(=O)c3ccc([N+](=O)[O-])cc3)cc2s1
    -12%	0.2%[9.22 µM]	8%	1.5	-1%	?	-5%	-2%	-27%

# Quoted from the listing:
# Reading for CC1CCC2(CC1)NC(=O)N(CC(=O)Nc1cccc(C#N)c1)C2=O (stereo not given) in HepG2 tox: -2%
# Reading for COCCNC(=O)COC(=O)c1ccc(OCC(=O)Nc2ccccc2OC)c(OC)c1 in A549 tox: 6%
